V1aR counter: activates human V1a receptor in oxytocin agonist counter-screen; CHO-V1R cells, Fluo-8 calcium fluorescence, agonist mode; 0% DMSO, 100% 3 nM vasopressin; activation, % at 3 µM; 0.25% of 320,000 active; AID 2797;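 active means activation above the mean activation of all tested compounds plus 3 SD, per screening run, cut at about 20% in these data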;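 further: signal is peak over basal fluorescence ratio across a 100 second FLIPR read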
M1 ag: activates human CHRM1 receptor. P11229. CHO-K1 hM1, Fluo-8 calcium fluorescence, agonist mode; 0% DMSO, 100% acetylcholine EC100. activation, % at 3 µM. 0.33% of 360,000 active. AID 588814;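 active means activation above the run's mean compound activation plus 3 SD, cut at about 16% in these data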;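 further: peak over basal fluorescence ratio within a 140 s kinetic read after compound addition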
Target sequence (P11229 whole entry, looked up): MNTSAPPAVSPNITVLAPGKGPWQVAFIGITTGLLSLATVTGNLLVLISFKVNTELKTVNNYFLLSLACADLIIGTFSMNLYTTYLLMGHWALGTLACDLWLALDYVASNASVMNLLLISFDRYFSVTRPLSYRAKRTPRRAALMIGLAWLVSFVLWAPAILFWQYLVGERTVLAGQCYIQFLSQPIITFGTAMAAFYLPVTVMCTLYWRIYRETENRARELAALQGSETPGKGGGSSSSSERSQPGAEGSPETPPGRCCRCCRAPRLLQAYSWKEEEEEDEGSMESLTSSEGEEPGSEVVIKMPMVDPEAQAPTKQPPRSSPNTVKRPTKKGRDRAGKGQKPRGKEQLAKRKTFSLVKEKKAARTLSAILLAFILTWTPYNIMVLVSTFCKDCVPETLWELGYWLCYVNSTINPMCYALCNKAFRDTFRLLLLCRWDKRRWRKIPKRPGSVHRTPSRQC
CHO parental Ca: counter-screen for OX1R antagonists: effect in parental CHO cells; inhibition, % at 5.6 µM; parental CHO-K1, ATP-induced calcium, Fluo-8 fluorescence; AID 463079; 0.63% of 330,000 active;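 active means inhibition above that plate's mean sample inhibition plus 3 SD, cut at about 26% in these data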;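 further: 0% = ATP-challenged DMSO wells and 100% = DMSO wells without ATP; some compounds past the cut are filed as inactive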
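Material: Parental CHO cells | Reagent: ATP | Compound dosing: Single nominal dose of 5.6 µM per compound | Detection: Intracellular calcium via Fluo-8 no-wash fluorescent dye | Read-out: % inhibition of ATP-induced calcium mobilization | Benchmarks: Low control ATP plus DMSO, high control DMSO only | Replicates: Singlicate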
OXTR potentiator: human OXTR potentiation. 0.061% of 320,000 active. P30559. activation, % at 3 µM. CHO-OTR cells, Fluo-8 calcium fluorescence, potentiator mode; 0% = oxytocin EC15, 100% = EC100. AID 2445;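 active means activation above that plate's cutoff, the mean activation of tested compounds plus 3 SD, cut at about 6.6% in these data, passing the limit was not always enough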;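 further: 100% uses oxytocin at 75 nM as the full agonist control; some results filed as inactive read as strong as hits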
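Material: CHO-OTR cells, human receptor; compound dosing: single dose, 3.0 µM nominal final compound concentration; schedule: 6 min compound pre-incubation at room temperature, 100 s kinetic read; measured by: kinetic Fluo-8 calcium fluorescence; read-out basis: % activation vs EC15 and EC100 oxytocin; controls: EC15 oxytocin alone as 0%, 75 nM oxytocin as 100%; replicates: singlicate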
TAAR1 agonist: human TAAR1 agonism; Q96RJ0; CHO RD-HGA16 TAAR1, Fluo-8 calcium fluorescence; vehicle wells 0%, saturating PEA agonist 100%; activation, % at 3 µM; 0.99% of 360,000 active; AID 624467;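 active means activation above the mean activation of all test compounds in the run plus 3 SD, cut at about 38% in these data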
Target sequence (Q96RJ0 whole entry, looked up): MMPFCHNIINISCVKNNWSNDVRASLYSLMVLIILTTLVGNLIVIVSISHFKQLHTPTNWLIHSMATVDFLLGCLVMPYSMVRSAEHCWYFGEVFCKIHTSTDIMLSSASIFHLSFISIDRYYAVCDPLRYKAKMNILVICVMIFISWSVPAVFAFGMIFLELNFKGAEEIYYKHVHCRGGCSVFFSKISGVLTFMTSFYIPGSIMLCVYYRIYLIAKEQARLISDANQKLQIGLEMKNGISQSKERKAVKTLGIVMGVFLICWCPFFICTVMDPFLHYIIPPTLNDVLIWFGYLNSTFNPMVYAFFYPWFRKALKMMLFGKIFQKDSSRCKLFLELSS
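System: CHO-derived RD-HGA16 cells with stable Gα16 and human TAAR1 / Times: 17-24 h plating, Fluo-8 75 min 37 °C, 30 min RT / Technique: calcium-sensitive Fluo-8 signal, excitation 470-495, emission 515-575 nm / Measure: % activation relative to PEA EC100 response / Benchmarks: DMSO and PEA EC100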
TAAR1 antag: human TAAR1 antagonism; 1.5% of 360,000 active; inhibition, % at 3 µM; CHO RD-HGA16 TAAR1, Fluo-8 calcium fluorescence, antagonist; Q96RJ0;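 active means inhibition above a per-plate cutoff, the mean inhibition of test compounds on that plate plus 3 SD, cut at about 49% in these data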;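 further: 0% = DMSO plus EC80 beta-PEA response and 100% = DMSO alone without agonist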
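Assay system: RD-HGA16 CHO cells with stable hTAAR1 and Gα16 / Reagent: EC80 β-phenethylamine stimulus / Doses: 3 µM, single point / Timing: dye loading 75 min at 37 °C, then 30 min room temperature / Measured by: Fluo-8 intracellular calcium dye fluorescence, real-time kinetic reads / Controls: vehicle wells and EC80 agonist wells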
CHO-K1 Ca ag: M1 agonist counterscreen hit in parental CHO-K1 cells; Fluo-8 calcium fluorescence; scaled to maximal ATP response, vehicle zero; activation, % at 3 µM; 0.48% of 360,000 active; AID 602248; in the data active means activation above about 15%;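 further: untransfected CHO-K1 host cells lacking M1 receptor as counterscreen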
CHO-K1 Ca PAM: M1 PAM counterscreen hit in parental CHO-K1 cells; 0.02% of 360,000 active; ATP EC20, Fluo-8 calcium fluorescence; 0% at ATP EC20, 100% at ATP max; activation, % at 3 µM; AID 602247;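 active means activation above the run cutoff, the mean activation of all test compounds plus 3 SD, cut at about 40% in these data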;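 further: peak over basal fluorescence ratio in a 140 s read after ATP addition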
CHO-K1 Ca antag: M1 antagonist counterscreen hit in parental CHO-K1 cells | ATP-induced calcium, Fluo-8 fluorescence | inhibition, % at 3 µM | 0.6% of 360,000 active | AID 602250;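 active means inhibition above a per-plate cutoff, the plate's mean sample inhibition plus 3 SD, cut at about 24% in these data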;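 further: 0% = DMSO plus EC80 ATP and 100% = DMSO alone without ATP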
Active calls of the source: *; . = not tested or not shown.

[1] CCn1c(Cc2ccc(OC)cc2)nnc1SCC(=O)NC1CC1
[2] CCOC(=O)CCCc1ccc(/C(C)=N/NC(N)=S)cc1
[3] Cc1ccc(C2(O)CN(c3ccccc3)C3=[N+]2CCS3)cc1 (stereo unspecified)
[4] O=C(COc1ccc2ccccc2c1)NCC1CCCO1 (stereo unspecified)
[5] COc1cc(C(=O)N/N=C/c2ccc3c(c2)c2ccccc2n3C)ccc1O
[6] COc1ccc(C)cc1NC(=O)NC1CCCc2ccccc21 (stereo unspecified)

assay / entry	1	2	3	4	5	6
V1aR counter	2.0	1.1	-0.8	0.6	.	-0.2
M1 ag	1	0	-5	.	-5	4
CHO parental Ca	2	8	-28	-17	.	-9
OXTR potentiator	-2	-6	2	-2	.	-5
TAAR1 agonist	0	-1	-2	4	2	-3
TAAR1 antag	-4	5	-9	-16	13	-13
CHO-K1 Ca ag	0.5	2.3	-0.1	.	1.1	-0.1
CHO-K1 Ca PAM	2	16	-9	.	-1	-3
CHO-K1 Ca antag	1	-7	11	.	2	-3

[7] CC(C)C(NC(=O)C(Cc1ccccc1)NC(=O)OCc1ccccc1)C(=O)O (stereo unspecified)
[8] CCCCNC(=S)NNC(=O)c1csc(C)c1C
[9] Clc1ccccc1CNCC1CCCO1 (stereo unspecified)
[10] O=C(NCCN1CCOCC1)c1cc(-c2ccc(F)cc2)nc2ccccc12
[11] COc1ccc(CCNC(=O)CCS(=O)(=O)c2ccc3c(c2)NC(=O)CS3)cc1OC
[12] COCCCN1C(=O)C(=O)/C(=C(/O)c2ccc(S(=O)(=O)N3CCOCC3)cc2)C1c1cccc(Cl)c1 (stereo unspecified)

assay / entry	7	8	9	10	11	12
V1aR counter	-0.5	0.7	0.7	0.1	-0.1	0.2
M1 ag	-1	-6	-8	-1	-2	-2
CHO parental Ca	-15	-12	-8	-21	-10	-6
OXTR potentiator	-9	-7	2	3	-8	1
TAAR1 agonist	0	4	2	4	0	5
TAAR1 antag	-9	-5	-20	26	-3	-25
CHO-K1 Ca ag	0.1	1.2	0.7	1.1	0.9	0.6
CHO-K1 Ca PAM	10	23	15	0	-1	-12
CHO-K1 Ca antag	-3	-7	-5	-1	-10	-1

[13] C[C@@H]1CN([C@@H](C)CO)C(=O)CCCn2nncc2CO[C@@H]1CN(C)C(=O)Nc1ccc(-c2cccs2)cc1
[14] O=C1ON=C(c2ccc([N+](=O)[O-])cc2)/C1=C/c1ccccc1O
[15] COc1cccc(/C(O)=C2/C(=O)C(=O)N(Cc3ccco3)C2c2ccncc2)c1 (stereo unspecified)
[16] O=C(NCc1cccnc1)c1ccc(COc2ccccc2Cl)o1
[17] CC(C(=O)Nc1ccc(S(=O)(=O)N2CCOCC2)cc1)N1C(=O)C2CC=CCC2C1=O (stereo unspecified)
[18] O=C(NC1c2ccccc2-c2ccccc21)N1CCCCC1

assay / entry	13	14	15	16	17	18
V1aR counter	.	.	0.4	2.3	0.9	.
M1 ag	-6	-2	-5	-6	-4	-6
CHO parental Ca	.	.	-8	-13	-6	.
OXTR potentiator	.	.	-12	-2	-15	.
TAAR1 agonist	2	1	-1	2	6	19
TAAR1 antag	-13	-14	-10	19	10	15
CHO-K1 Ca ag	0.6	0.2	0.4	2.1	0.7	0.5
CHO-K1 Ca PAM	6	9	21	18	14	17
CHO-K1 Ca antag	-5	-13	-10	-14	-4	0

[19] O=C(CNS(=O)(=O)c1ccc(Cl)cc1)N1CCN(c2ccc(F)cc2)CC1
[20] OC(c1ccc(F)cc1)c1nc(-c2ccoc2)cs1 (stereo unspecified)
[21] Cc1ccc2c(c1C)OC(=O)CC2c1ccccc1 (stereo unspecified)
[22] CCOc1ccc(C2C(C(=O)NC)=C(C)Nc3nc4ccccc4n32)cc1OC (stereo unspecified)
[23] COc1cccc(CN2CCN(CC(=O)NCCc3ccccc3)CC2)c1
[24] O=C(Nc1ccc(S(=O)(=O)N2CCCCC2)cc1)C1CC(=O)N(c2ccc(Cl)cc2)C1 (stereo unspecified)

assay / entry	19	20	21	22	23	24
V1aR counter	5.2	.	-0.8	0.6	0.9	4.4
M1 ag	-1	-3	-7	-4	-7	-3
CHO parental Ca	-13	.	-2	-9	-4	1
OXTR potentiator	-10	.	-14	1	-9	-8
TAAR1 agonist	2	0	4	1	5	18
TAAR1 antag	-9	-20	-13	-7	-16	3
CHO-K1 Ca ag	5.7	0.5	1.0	0.0	-0.2	0.2
CHO-K1 Ca PAM	7	1	16	-5	15	18
CHO-K1 Ca antag	-15	-3	-18	-2	-6	-8

[25] O=C(N[C@@H](Cc1ccccc1)C(=O)OCc1ccccc1)c1nc[nH]c1C(=O)N[C@@H](Cc1ccccc1)C(=O)OCc1ccccc1
[26] Cc1oc(-c2cccc(C(F)(F)F)c2)nc1CN1CCOCC1
[27] COc1ccc(NC(=S)Nc2ccc3nsnc3c2)cc1
[28] CC(CCc1ccc(O)cc1)NC1c2ccccc2-c2ccccc21 (stereo unspecified)
[29] CCn1cc(-c2nnnn2-c2ccc(Cl)cc2)c(=O)c2ccccc21
[30] COc1ccc(/C=N/NC(=O)Nc2ccc3nsnc3c2)c(OC)c1

assay / entry	25	26	27	28	29	30
V1aR counter	1.7	1.6	2.5	5.2	0.1	-0.2
M1 ag	-2	-5	0	3	-2	0
CHO parental Ca	3	-11	-15	-8	-18	-1
OXTR potentiator	-16	-4	-8	-13	-7	-8
TAAR1 agonist	4	-1	7	15	8	2
TAAR1 antag	16	13	12	-8	12	-11
CHO-K1 Ca ag	0.4	2.6	4.1	11	-0.1	0.2
CHO-K1 Ca PAM	29	13	-2	16	-6	2
CHO-K1 Ca antag	-13	-13	-5	-6	9	-5

[31] COc1cc(C)nc(N(Cc2ccccc2)S(=O)(=O)c2ccc(C)cc2)n1
[32] COc1ccccc1C(=O)N/C(=C\c1cn(C)c2ccccc12)C(=O)NCCCN1CCOCC1
[33] Cc1cc(=O)[nH]c(COc2ccccc2)n1
[34] O=C(CN1CCN(Cc2ccccc2Cl)C1=O)NCc1ccccn1
[35] Cc1ccc(/C=N/NC(=O)CC(=O)NCc2cccnc2)cc1
[36] O=C1NN(c2ccccc2)C(=O)/C1=C\c1cccn1-c1ccc(Cl)c([N+](=O)[O-])c1

assay / entry	31	32	33	34	35	36
V1aR counter	0.3	0.8	1.8	-0.8	-0.5	-0.6
M1 ag	-5	-5	-3	-4	-6	-1
CHO parental Ca	12	-16	-4	-12	1	-15
OXTR potentiator	-6	-2	-2	-6	-8	-18
TAAR1 agonist	0	2	6	0	0	6
TAAR1 antag	-8	-9	-4	-21	-24	13
CHO-K1 Ca ag	1.3	1.1	-0.1	0.2	0.3	0.0
CHO-K1 Ca PAM	16	16	-3	11	23	16
CHO-K1 Ca antag	-8	-17	11	-13	-4	-4

Single records, from the list above. Values in the order: V1aR counter, M1 ag, CHO parental Ca, OXTR potentiator, TAAR1 agonist, TAAR1 antag, CHO-K1 Ca ag, CHO-K1 Ca PAM, CHO-K1 Ca antag
Entry for COc1cc(C)nc(N(Cc2ccccc2)S(=O)(=O)c2ccc(C)cc2)n1 → 0.3, -5, 12, -6, 0, -8, 1.3, 16, -8
Entry for Cc1ccc(/C=N/NC(=O)CC(=O)NCc2cccnc2)cc1 → -0.5, -6, 1, -8, 0, -24, 0.3, 23, -4

Grouped by structure: the compounds so far containing an NH in an aromatic ring
[25] O=C(N[C@@H](Cc1ccccc1)C(=O)OCc1ccccc1)c1nc[nH]c1C(=O)N[C@@H](Cc1ccccc1)C(=O)OCc1ccccc1
[33] Cc1cc(=O)[nH]c(COc2ccccc2)n1

assay / entry	25	33
V1aR counter	1.7	1.8
M1 ag	-2	-3
CHO parental Ca	3	-4
OXTR potentiator	-16	-2
TAAR1 agonist	4	6
TAAR1 antag	16	-4
CHO-K1 Ca ag	0.4	-0.1
CHO-K1 Ca PAM	29	-3
CHO-K1 Ca antag	-13	11

Other records follow.
[37] O=C(Cc1ccccc1F)Nc1cc(S(=O)(=O)N2CCCC2)ccc1Cl
[38] COc1cccc(NC(=O)CN(C)C(=O)Cc2n[nH]c(=O)c3ccccc23)c1
[39] O=C(OCc1cc([N+](=O)[O-])cc2c1OCOC2)c1ccccn1
[40] Cc1c(NC(=O)c2ccccc2F)c(=O)n(-c2ccccc2)n1C
[41] O=C(O)C1=C[C@@H](c2ccc(C(F)(F)F)cc2)C[C@@H](OCc2ccc(CO)cc2)O1
[42] Cc1ccc2cc(CN(C)C(=O)C3CCCO3)c(=O)[nH]c2c1 (stereo unspecified)

assay / entry	37	38	39	40	41	42
V1aR counter	-0.3	-0.3	1.4	0.4	0.4	0.0
M1 ag	-2	-1	-4	-4	-4	-3
CHO parental Ca	-17	-3	-16	2	-11	0
OXTR potentiator	-5	-2	-5	-4	-3	-22
TAAR1 agonist	0	1	2	2	3	17
TAAR1 antag	-16	-11	8	17	10	-4
CHO-K1 Ca ag	-0.1	-0.5	-0.2	0.5	0.9	0.4
CHO-K1 Ca PAM	-3	18	7	17	-14	15
CHO-K1 Ca antag	6	-11	-12	-2	-1	-8

[43] CC(C)(C)c1ccc(C(=O)N2CCC2(C)C(=O)NCCC#N)cc1 (stereo unspecified)
[44] COc1ccccc1N1CCN(C(=O)CCn2c(=O)[nH]c3ccsc3c2=O)CC1
[45] CC(C)c1ccc(S(=O)(=O)c2nnn3c2nc(NCC2CCCO2)c2ccccc23)cc1 (stereo unspecified)
[46] Cc1cc(Cl)c(C)c(S(=O)(=O)Oc2ccccc2NC(=O)CCC(=O)O)c1Cl
[47] O=C(Nc1ccccc1C(=O)NC1CC1)c1ccc([N+](=O)[O-])o1

assay / entry	43	44	45	46	47
V1aR counter	.	-0.6	0.0	0.7	.
M1 ag	1	-3	-2	-1	-2
CHO parental Ca	.	-22	-24	-4	.
OXTR potentiator	.	-11	-4	-1	.
TAAR1 agonist	0	4	.	1	4
TAAR1 antag	7	-5	.	-34	8
CHO-K1 Ca ag	0.3	0.4	0.7	0.4	0.6
CHO-K1 Ca PAM	-7	8	-1	-20	8
CHO-K1 Ca antag	3	10	-14	4	-3
